MRP-1 activ – MRP-1 activation; 140,000 compounds, 0.61% hits; viability increase, % at 10 µM; H69AR cells + doxorubicin, viability rescue, CellTiter-Glo;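 active = viability gain under doxorubicin at or above a set limit, the compound median plus 3 SD, cut at about 4.7% in these data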;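 note: MRP-1 overexpressing cells given doxorubicin 25 µM after compound pretreatment; 18-22 h compound pretreatment then 72 h with doxorubicin before readout; 0% = doxorubicin-only wells and 100% = vehicle-treated cells without doxorubicin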
NPY-Y2 antag – antagonists of human neuropeptide Y receptor Y2 | P49146 | NPY-Y2 expressing cells, antagonist mode | inhibition, % at 2.7 µM | 140,000 compounds, 0.99% hits; in the data active = inhibition above about 17%;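 note: 0% = vehicle with agonist challenge and 100% = reference antagonist with challenge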
Target sequence (P49146 whole entry, looked up): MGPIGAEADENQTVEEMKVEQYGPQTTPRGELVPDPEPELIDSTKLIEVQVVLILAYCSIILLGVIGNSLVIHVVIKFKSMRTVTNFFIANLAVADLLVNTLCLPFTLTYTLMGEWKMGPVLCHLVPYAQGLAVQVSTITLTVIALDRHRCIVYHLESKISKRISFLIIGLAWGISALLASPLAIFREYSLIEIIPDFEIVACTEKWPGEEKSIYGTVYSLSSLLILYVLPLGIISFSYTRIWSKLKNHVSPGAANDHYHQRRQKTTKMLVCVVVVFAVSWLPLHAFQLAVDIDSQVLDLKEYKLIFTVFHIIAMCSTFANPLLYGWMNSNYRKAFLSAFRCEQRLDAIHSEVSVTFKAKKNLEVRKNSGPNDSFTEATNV
Yeast lifespan up – extends the lifespan of yeast; inhibition of the nicotinamide effect, % at 10 µM; S. cerevisiae growth with nicotinamide, OD615; deaD strain in restrictive glucose medium; 130,000 compounds, 0.68% hits;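 active = inhibition above a set limit, placed 3 SD over the median of all compounds, cut at about 26% in these data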;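 note: 0% = nicotinamide-treated wells and 100% = cells grown without nicotinamide; some compounds called inactive have numbers as strong as hits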
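Buffer or medium: CSMM-D glucose medium, restrictive; test system: modified budding yeast, DeaD strain; compound: single dose 10 µM compound, 0.25% DMSO; schedule: culture preincubation 4 h, compound exposure 48 h, both 30 °C; detection: optical density (absorbance) at 615 nm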
Phagocytosis inh – macrophage phagocytosis inhibition. inhibition, % at 5 µM. 110,000 compounds, 0.07% hits. J774A.1 macrophage IgG-bead phagocytosis, imaging;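 active = inhibition above the mean of the plate negative controls plus 5 SD, cut at about 13% in these data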;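 note: phagocytic index as fraction of beads internalized from green versus red external bead signal; plate controls were DMSO negative control for no effect and cytochalasin-D positive control for full effect; some results beyond the cut were filed as inactive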
E-sel TNF inh – blocks E-selectin expression induced by TNF alpha. HUVEC TNFa-induced E-selectin immunofluorescence, high content. AID 1246. inhibition, % at 2 µM. 120,000 compounds, 0.71% hits;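 active = inhibition above the batch mean plus 3 SD, and confirmed as a hit on visual image review, cut at about 43% in these data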;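 note: 0% = TNF-stimulated DMSO wells and 100% = unstimulated control wells; not every result past the cut was called active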
HCT116 bCat-KO – beta-catenin-lacking colon tumor cell growth suppression | 140,000 compounds, 1.5% hits | HCT116 beta-catenin knockout viability, CellTiter-Glo, 60 h; stronger effect = lower value | AID 818 | viability, % at 10 µM;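 active = viability at or under a set limit, the compound median less 4 SD, cut at about 6% in these data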;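 note: 0% = Hyamine 1622 control at 20 µM and 100% = untreated cell control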
Yeast growth inh – yeast BB579 growth reduction in restrictive medium; S. cerevisiae BB579 growth, OD615, 48 h; 140,000 compounds, 0.51% hits; AID 804; inhibition, % at 10 µM;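 active = inhibition above a set limit, 3 SD over the mean compound inhibition, cut at about 44% in these data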; note: inactives centre near -24
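Test system: S. cerevisiae DeaD strain BB579 yeast; Medium: restrictive CSMM-D medium; Compound: one dose, 10 µM compound with 0.25% DMSO; Incubation: 4 h cell preincubation, 48 h compound exposure, 30 °C humidified; Signal: OD at 615 nm; Benchmarks: amphotericin B at 10 µg/mL as positive control.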
PTEN del growth – suppresses growth of cells with PTEN deletion. HCT116 PTEN-null viability, CellTiter-Glo, 60 h; stronger effect = lower value. viability, % at 10 µM. 140,000 compounds, 1.2% hits. AID 827;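 active = viability at or below a set limit, 4 SD under the median of all tested compounds, cut at about 3.7% in these data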;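 note: PTEN knockout HCT116 line with beta catenin targeted HCT116 as companion control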
Measles CPE – protection of cells from measles virus; Measles virus-infected cells, CPE protection, absorbance; protection (pct of control), % at 4 µM; 140,000 compounds, 1.5% hits; in the data active = protection mostly above about 24%, no sharp cut-off; inactive = mostly below about 26%; note: some compounds called inactive have numbers as strong as hits
GALR2 blocker – blocks the human galanin receptor 2. inhibition, % at 4 µM. 140,000 compounds, 0.39% hits. O43603. AID 828. GALR2-expressing cells, antagonist mode; in the data active = inhibition above about 27%;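 note: cells stimulated with galanin 1-16 at roughly its EC80; 0% = agonist challenge control and 100% = basal control without agonist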
Target sequence (O43603 whole entry, looked up): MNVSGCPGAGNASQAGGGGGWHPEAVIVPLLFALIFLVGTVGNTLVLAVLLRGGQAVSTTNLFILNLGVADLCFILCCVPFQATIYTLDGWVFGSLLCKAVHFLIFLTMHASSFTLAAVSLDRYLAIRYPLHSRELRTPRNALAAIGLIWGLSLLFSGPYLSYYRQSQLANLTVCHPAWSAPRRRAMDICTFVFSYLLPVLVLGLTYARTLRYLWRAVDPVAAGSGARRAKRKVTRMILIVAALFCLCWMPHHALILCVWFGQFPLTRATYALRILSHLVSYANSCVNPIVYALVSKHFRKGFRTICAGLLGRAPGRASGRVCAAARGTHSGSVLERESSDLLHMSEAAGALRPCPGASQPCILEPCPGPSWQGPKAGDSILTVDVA
Starred values were filed as active, the others as inactive; · = no result given.

SMILES | MRP-1 activ | NPY-Y2 antag | Yeast lifespan up | Phagocytosis inh | E-sel TNF inh | HCT116 bCat-KO | Yeast growth inh | PTEN del growth | Measles CPE | GALR2 blocker
c1coc(CNc2nc3ccccc3n2CCN2CCOCC2)c1 | -2.2 | 2.0 | -3.0 | 1.0 | -26.7 | 89.0 | -5.9 | 87.9 | 8.2 | -10.4
CCSc1nnc2c(n1)OC(c1ccc(C(=O)O)cc1)N(C(C)=O)c1ccccc1-2 (configuration not stated) | -0.5 | 0.3 | -10.8 | 0.9 | · | 101.5 | -8.5 | 98.9 | 18.5 | -7.5
Cc1ccc(NC(=O)CO/N=C(\N)c2nonc2N)cc1C | -1.7 | 1.0 | -2.9 | -12.2 | 31.4 | 95.7 | -30.6 | 96.8 | 15.3 | -18.0
Cc1cc2nc(C3CCN(Cc4nnnn4Cc4ccccc4)CC3)[nH]c2cc1C | -3.6 | 0.0 | -16.5 | · | · | 28.1 | -56.0 | 24.6 | 12.5 | 7.1
CCCCNC(=O)C1CC(c2cccc([N+](=O)[O-])c2)=NO1 (configuration not stated) | -1.1 | 3.4 | -7.4 | -1.7 | -21.7 | 87.5 | 7.0 | 85.5 | 7.1 | -10.6
O=S(=O)(c1ccccc1)N1N=C(c2cccs2)CC1c1ccc(Br)cc1 (configuration not stated) | -1.7 | 2.1 | -2.2 | · | -32.4 | 74.3 | -28.7 | 77.4 | 15.7 | -1.0
CC1(C)Cc2c(ccc3ccccc23)/C(=C/C(=O)N2CCCCC2)N1 | -1.7 | -1.5 | -8.5 | · | -6.7 | 75.9 | 16.9 | 63.9 | 28.6 | -5.2
CCCCN(CC)c1nc(-c2ccncc2)nc2ccccc12 | -4.7 | 14.5 | -9.3 | -0.3 | 8.8 | 65.4 | -16.3 | 64.0 | 4.8 | -14.2
Nc1n[nH]c(S(=O)(=O)CCCc2ccccc2)n1 | 0.8 | 6.1 | -1.6 | -0.3 | 19.7 | 97.2 | 9.5 | 98.7 | 28.7 | 18.1
CCC(=O)n1nc(NCc2ccc(OC)c(OC)c2)nc1NCc1ccc(OC)c(OC)c1 | -0.3 | 0.3 | 1.0 | -0.9 | 17.6 | 102.3 | -73.6 | 96.9 | 6.4 | -5.0
COc1ccccc1/C=C(/C(=O)OCC(=O)Nc1ccccc1C)c1ccccc1 | -1.1 | 8.2 | -0.5 | · | 11.5 | 90.8 | -27.3 | 88.8 | 16.3 | 2.9
Cc1noc(NS(=O)(=O)c2ccc(NC(=O)CSc3n[nH]c(-c4ccccc4)n3)cc2)c1C | 0.1 | 1.5 | -8.5 | -1.1 | -12.5 | 92.0 | 2.7 | 95.8 | 1.2 | -3.1
O=C(CSCCNS(=O)(=O)c1ccccc1)Nc1ccccc1 | -0.3 | 3.5 | -0.7 | -0.4 | -2.7 | 98.7 | -14.2 | 99.2 | 8.6 | -2.2
CC(C)c1nnc(NC(=O)c2c(O)c3cccc4c3n(c2=O)CCC4)s1 | -5.9 | -1.8 | 40.5* | 1.5 | · | 42.4 | -32.8 | 33.7 | 23.9 | -0.1
Cn1c(NC(=O)CCC2CCCCC2)cc(=O)n(C)c1=O | 1.5 | -0.3 | -9.8 | -0.4 | 5.3 | 87.3 | -0.6 | 78.2 | 14.2 | 2.4
O=C(Nc1ccc(Oc2ccccc2)cc1)C1CCCO1 (configuration not stated) | -4.0 | 1.0 | -5.3 | 0.0 | · | 87.0 | 16.7 | 80.6 | 4.5 | 2.3
COc1ccc(C2c3c(oc4ccccc4c3=O)C(=O)N2CC2CCCO2)cc1 (configuration not stated) | -2.3 | 3.6 | -8.6 | -0.6 | -21.8 | 84.2 | -6.5 | 81.9 | 3.7 | 2.5
CCc1cccc(C)c1NC(=O)C1CCCO1 (configuration not stated) | -0.8 | 1.6 | -5.0 | -0.5 | -32.3 | 100.6 | -16.1 | 94.1 | 16.2 | 15.8
O=C(NCc1ccccc1)N[C@@H](Cc1ccccc1)C(=O)O | -0.3 | -2.0 | -15.6 | -1.2 | -1.0 | 108.2 | -18.9 | 103.6 | 8.9 | 5.1
S=C(c1ccccc1)N(c1ccccc1)c1ccccc1 | -4.0 | 4.8 | -24.9 | · | -3.6 | 88.8 | -16.0 | 87.5 | 14.5 | -3.7
Cc1ccc(S(=O)(=O)N2C(=S)SCC2(C)C)cc1 | 0.0 | -0.6 | -2.3 | -0.6 | 6.3 | 91.0 | 7.9 | 99.8 | 11.0 | -23.2
Cc1ccc(S(=O)(=O)CC(=O)NC(C)(C)C)cc1 | 0.6 | 2.7 | · | · | 0.1 | 100.2 | -10.6 | 99.5 | 8.4 | 0.1
OCCN(CCO)CC(O)Cn1c2ccccc2c2ccccc21 (configuration not stated) | -2.9 | 2.4 | -9.0 | 0.3 | · | 88.3 | 6.2 | 91.9 | 18.6 | -6.1
COc1ccc(Cl)cc1NC(=S)NCCc1c[nH]c2ccccc12 | -3.1 | 1.9 | -23.7 | · | -33.1 | 96.7 | -21.9 | 84.1 | 10.9 | 2.1
COCc1cc(C)nc(SCC(=O)Nc2cccc3cccnc23)c1C#N | 3.8 | 2.8 | -5.5 | -0.6 | · | 96.6 | -16.1 | 103.3 | 1.7 | -1.1
CCOC(=O)CN1C(=O)C(O)=C(C(C)=O)C1c1ccccc1 (configuration not stated) | 2.3 | 0.2 | -15.4 | -0.6 | -15.2 | 99.4 | -16.4 | 101.8 | 9.5 | -18.0
CCN(C(=O)c1cc(Cl)ccc1OC)C1CCCCC1 | -1.2 | 4.8 | -3.3 | -3.0 | -6.8 | 73.2 | -63.3 | 70.8 | 19.8 | 11.5
CC(C)(C)OCC(NC(=O)C(CC(N)=O)NC(=O)OC(C)(C)C)C(=O)OC(C)(C)C (configuration not stated) | -2.6 | -0.5 | 5.5 | 0.0 | · | 93.4 | 2.7 | 102.1 | 18.0 | 11.6
COc1ccc(NC(=O)NC23CC4(C)CC(C)(CC(C)(C4)C2)C3)cc1OC | 1.5 | -1.3 | -2.6 | -8.1 | · | 56.9 | -11.6 | 60.6 | 12.4 | -7.3
COc1ccc(NC(=O)CS(=O)CC(=O)NC2CCCc3ccccc32)cc1 (configuration not stated) | -1.8 | 6.3 | 21.1 | -3.2 | 2.7 | 83.4 | -11.2 | 87.5 | 2.1 | 8.7
O=C(Nc1nccs1)Oc1ccccc1 | -2.3 | 1.3 | -20.4 | -0.5 | -6.1 | 95.4 | -48.7 | 99.3 | 5.4 | 2.4
COc1cc(S(=O)(=O)N2CCN(c3ccc(F)cc3)CC2)ccc1Cl | 0.0 | -7.1 | -11.3 | 4.9 | · | 72.7 | 21.6 | 72.8 | 4.6 | -8.8
CC(NC(=O)C1CCCC1)C1CC2CCC1C2 (configuration not stated) | -0.4 | 1.3 | 5.7 | 0.0 | 8.6 | 89.3 | -11.2 | 88.0 | 8.6 | 10.8
COc1ccc(C2CC(C(F)(F)F)n3ncc(C(=O)NCc4cccnc4)c3N2)cc1OC (configuration not stated) | -0.8 | 0.2 | -7.7 | 1.1 | -14.4 | 88.6 | 4.8 | 79.3 | 6.0 | -1.7
CS(=O)(=O)N1CCc2cc(-c3csc(NC(=O)Cc4cccs4)n3)ccc21 | 1.1 | 4.0 | -17.2 | 5.2 | 93.5* | 9.8 | -41.5 | 11.3 | 101.4* | 9.8
O=S(=O)(c1ccc(N2CCCC2)nc1)N1CCOCC1 | -2.7 | 0.1 | -2.9 | -0.9 | 15.6 | 93.0 | -16.8 | 94.9 | 5.0 | 3.0
COc1ccc(CCNC(=O)CC2Nc3cc(C)c(C)cc3NC2=O)cc1OC (configuration not stated) | -2.6 | 2.0 | -8.0 | 1.7 | · | 79.5 | -13.0 | 80.6 | 6.7 | 2.5
Oc1c(C=Nc2cccc3cccnc23)sc2ccccc12 | -5.8 | 2.0 | -22.1 | -0.2 | 4.8 | 3.0* | -22.0 | 3.8* | 10.1 | 17.6
CC(=O)C1=C(C)Nc2ncnn2C1c1cccc(OCc2ccccc2)c1 (configuration not stated) | -0.2 | 2.8 | -2.6 | 0.6 | · | 90.1 | -46.7 | 95.7 | 9.6 | -1.7
Cn1c(COc2ccccc2)nnc1SCc1nc2ccccc2[nH]1 | 0.1 | -2.5 | 16.0 | 0.7 | -9.2 | 87.9 | -41.1 | 94.8 | 8.8 | 12.0
CCc1cc(=O)oc2cc(OCC(=O)OC)c(Cl)cc12 | 0.3 | 4.2 | -24.9 | · | -0.8 | 104.9 | -32.0 | 102.6 | 2.9 | -11.4
O=C(c1ccc(-c2cccc(Cl)c2)o1)N1CCN(c2ccc([N+](=O)[O-])cc2)CC1 | 4.7* | 4.8 | -2.7 | -1.2 | -0.6 | 71.9 | -8.9 | 73.0 | 10.9 | -9.5
O=C1S/C(=C/c2ccccc2F)C(=O)N1CCN=C1NS(=O)(=O)c2ccccc21 | -3.5 | 4.3 | -1.8 | -5.5 | 37.5 | 98.9 | -5.0 | 101.2 | 7.5 | 11.2
CCCCn1c(SCC(=O)Nc2cc(C)on2)nc2ccsc2c1=O | -2.9 | 2.8 | -5.4 | -0.5 | · | 94.1 | -19.8 | 91.8 | 0.9 | -0.6
COc1ccc(OC)c(C(=O)CSc2nnnn2C)c1 | -3.0 | 3.2 | -7.6 | 1.3 | -20.6 | 93.4 | -6.8 | 101.8 | 4.8 | 9.9
O=C(NCCN1CCOCC1)c1ccc(F)cc1 | -2.4 | 3.6 | -5.4 | -0.5 | 7.9 | 102.4 | -14.8 | 99.1 | 7.6 | 7.5
CCCSc1nc(N)c(C#N)c(-c2ccc(C)cc2)c1C#N | -3.5 | -5.6 | 0.5 | -0.9 | -13.1 | 91.5 | -31.4 | 90.5 | 8.9 | 4.1
CCS(=O)(=O)NCCc1cc2ccc(C)cc2[nH]c1=O | 0.3 | 0.6 | 1.5 | · | -12.8 | 100.5 | -23.2 | 98.9 | 8.9 | -4.2
CCc1ccc2oc(=O)cc(CN3CCCCC3C)c2c1 (configuration not stated) | -3.9 | 5.9 | 0.8 | -0.5 | -16.2 | 88.3 | -30.9 | 83.2 | 23.1 | -2.7
O=C(CCC(=O)CCN1CCCCC1)CCN1CCCCC1 | -3.3 | -0.6 | -12.4 | -1.3 | · | 30.9 | 3.6 | 17.5 | 9.5 | 8.2
N#CCSc1nnc(C2CCCCC2)n1Cc1ccccc1 | -0.2 | 2.0 | -12.1 | 0.8 | 6.0 | 89.4 | -8.5 | 99.4 | 24.2 | 3.6
CCOC(=O)C1=C(C)N(C)C(C)=C(C(=O)OCC)C1c1ccncc1 | -3.1 | 0.0 | -9.5 | -2.0 | -7.7 | 97.8 | -6.7 | 103.1 | 5.9 | 2.2
C=CCNC(=O)CN1C2CCCC1CC(NC(=O)c1ccccc1C)C2 (configuration not stated) | -2.4 | 2.0 | -2.5 | · | 15.4 | 98.0 | -31.4 | 96.1 | 24.8 | 1.9
CC(=O)c1ccc(NC(=O)c2cc(CC(C)C)on2)cc1 | -1.9 | 7.3 | -1.6 | -0.4 | · | 94.7 | -32.4 | 104.7 | 15.3 | 9.0
CC(=O)c1cccc(NS(=O)(=O)c2c(C)noc2C)c1 | -0.7 | 0.5 | 18.1 | · | · | 99.5 | -24.3 | 95.8 | 7.1 | 10.5

Compounds were not picked by outcome, and some 6.4% of all compounds hit somewhere here.
